OX1R antagonist: blocks the human orexin 1 receptor. CHO/OX1R cells, Fluo-8 calcium fluorescence, orexin A. inhibition, % at 5 µM. 0.43% of 330,000 active. O43613. AID 434989;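 active = inhibition above its plate's threshold, mean inhibition of all tested compounds on the plate plus 3 SD, cut at about 37% in these data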;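 also: 0% = orexin A challenge wells and 100% = SB-334867-A antagonist wells; not every result past the cut was called active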
Target sequence (O43613 whole entry, looked up): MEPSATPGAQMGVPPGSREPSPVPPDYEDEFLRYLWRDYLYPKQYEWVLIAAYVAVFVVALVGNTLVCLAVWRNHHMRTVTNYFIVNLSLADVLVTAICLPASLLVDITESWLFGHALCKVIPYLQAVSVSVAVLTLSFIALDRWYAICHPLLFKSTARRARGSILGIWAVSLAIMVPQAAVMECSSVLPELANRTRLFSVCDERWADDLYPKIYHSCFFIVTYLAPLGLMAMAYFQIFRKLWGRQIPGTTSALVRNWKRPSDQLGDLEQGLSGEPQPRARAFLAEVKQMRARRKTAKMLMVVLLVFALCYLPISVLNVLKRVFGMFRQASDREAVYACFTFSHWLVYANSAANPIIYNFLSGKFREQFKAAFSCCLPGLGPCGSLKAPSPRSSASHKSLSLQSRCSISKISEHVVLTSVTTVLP
CHT PAM: allosteric activators of human choline transporter CHT | Q9GZV3 | CHT-expressing cells, membrane potential dye, choline EC20; hits give high values; LV-AA mutant CHT in HEK293 cells | B-score at 10 µM | 0.49% of 310,000 active | AID 488977;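 active = initial fluorescence not abnormally high and integrated response B-score, plate-corrected, over 3 SD above library mean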
Target sequence (Q9GZV3 whole entry, looked up): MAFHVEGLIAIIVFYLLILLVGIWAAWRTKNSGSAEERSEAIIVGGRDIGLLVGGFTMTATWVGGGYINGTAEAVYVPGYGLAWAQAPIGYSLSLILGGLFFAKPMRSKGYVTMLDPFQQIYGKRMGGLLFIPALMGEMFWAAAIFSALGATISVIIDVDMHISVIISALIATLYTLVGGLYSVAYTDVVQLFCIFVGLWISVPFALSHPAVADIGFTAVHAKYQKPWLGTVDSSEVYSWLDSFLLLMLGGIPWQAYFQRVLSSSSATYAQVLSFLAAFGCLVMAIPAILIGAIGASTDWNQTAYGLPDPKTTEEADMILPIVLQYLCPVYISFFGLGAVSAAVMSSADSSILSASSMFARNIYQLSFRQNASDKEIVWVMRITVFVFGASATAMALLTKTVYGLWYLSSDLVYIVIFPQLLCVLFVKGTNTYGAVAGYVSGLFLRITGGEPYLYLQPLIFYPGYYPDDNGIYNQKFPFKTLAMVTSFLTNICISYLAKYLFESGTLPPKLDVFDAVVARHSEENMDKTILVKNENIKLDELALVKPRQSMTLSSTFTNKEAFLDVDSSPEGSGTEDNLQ
* hit, by the source's call; i = inactive; x = no result given.

Molecule	OX1R antagonist	CHT PAM
O=C(NC1CCCCC1)C(c1ccc2ncccc2c1)N(Cc1ccc2c(c1)OCO2)C(=O)c1ccc2c(c1)OCCO2 (stereo not drawn)	-43	i
CC1CCCCC1NC(=O)C1CCN(C(=O)NC2CCCCC2)CC1 (stereo not drawn)	-17	i
Cc1ccc(S(=O)(=O)N(C)C)cc1[N+](=O)[O-]	-6	i
CC(C)c1nnc(NC(=O)C2CC(=O)N(CCc3ccc(F)cc3)C2)s1 (stereo not drawn)	-21	i
CCCCN1CC[C@H]2C=CC[C@@H](C(=O)Nc3ccc(Cl)c(C(F)(F)F)c3)[C@H]2C1=O	3	i
O=C(CCSc1nnc(-c2ccncc2)o1)Nc1ccc(F)cc1	-14	i
CC1(C)Cc2c(C#N)c(N3CCN(C(=O)c4ccco4)CC3)nc(Cc3ccccc3)c2CO1	-26	i
Cc1ccc(-n2nc3ccc(NC(=O)c4ccc5c(c4)OCO5)cc3n2)cc1	-25	i
COc1cccc(/C=N/NC(=O)c2[nH]nc3c2CCc2ccccc2-3)c1	3	i
c1ccc2[nH]c(N3CCOCC3)nc2c1	-18	i
Cc1ccc(-n2nnnc2-c2cnc3ccc(Cl)cc3c2-c2ccccc2)cc1	-23	i
Cc1ccc(S(=O)(=O)NC(=O)c2ccc(Br)o2)cc1	-19	i
COCCCN1C(=O)c2ccc(C(=O)Nc3ccc(OC)cc3)cc2C1=O	-30	i
O=C(O)C1CC(=O)N(c2ccc(OCc3c(F)cccc3Cl)cc2)C1 (stereo not drawn)	-8	i
COCC(=O)N(CCN(C)C)Cc1cc2cc3c(cc2nc1Cl)OCO3	7	i
Cc1ccc(-c2cc(C(=O)N/N=C/C=C/c3ccccc3)n[nH]2)o1	-20	i
O=C(CSc1nc2c([nH]c3ccccc32)c(=O)n1-c1ccc(F)cc1)NCc1ccco1	-7	i
CCOc1ccc2nc(NC(=O)COC)sc2c1	-5	i
CC1CCCCN1C(=O)CSc1nnc2ccccn12 (stereo not drawn)	-6	x
Cc1cc(-c2ccc(N3C(=O)CCC3=O)c(C)c2)ccc1N1C(=O)CCC1=O	1	i
CC(=O)N1CCCN(Cc2cn(-c3ccc(C)cc3)nc2-c2cccc(C)c2)CC1	-14	i
CCOc1cc(N)c(Cl)cc1C(=O)NCC1CN(Cc2ccc(F)cc2)CCO1 (stereo not drawn)	-10	i
Cc1ccccc1C(=O)NC1CCCCCCC1	-7	i
CN(c1ncc(C(F)(F)F)cc1Cl)N1C(=O)c2cccc([N+](=O)[O-])c2C1=O	-9	i
O=[N+]([O-])c1ccc(CSc2nc3ccccc3o2)cc1	-15	i

Two of the compounds above, with values under each structure.
Screens in order: OX1R antagonist, CHT PAM
- O=C(CSc1nc2c([nH]c3ccccc32)c(=O)n1-c1ccc(F)cc1)NCc1ccco1
    -7, i
- CCOc1ccc2nc(NC(=O)COC)sc2c1
    -5, i

Next structures follow:
Molecule	OX1R antagonist	CHT PAM
COCCn1c(SCC(=O)Nc2ccccc2OC)nnc1-c1ccco1	-5	i
Cc1ccc(Cl)cc1NC(=O)N(C)CCO	-8	i
NS(=O)(=O)c1ccc(NC(=O)CSc2nc3ccccc3c(=O)n2Cc2ccncc2)cc1	0	x
O=C(CSc1nc2[nH]ncc2c(=O)[nH]1)Nc1ccc(Cl)cc1	-19	i
Cc1cccc(C)c1NC(=O)c1c(-c2ccccc2)noc1C	-17	i
Cc1sc2ncnc(NCC(c3ccco3)N3CCCC3)c2c1C (stereo not drawn)	-43	i
COc1ccccc1NS(=O)(=O)c1cc(NC(=O)/C=C/c2cccs2)ccc1N1CCOCC1	-4	i
O=C1CCCC(=O)C1Sc1ccc(Cl)cc1	-2	i
COc1cc2cc(C(=O)N/N=C/c3cccc(OC)c3OC)[nH]c2cc1OC	x	i
COc1ccccc1C(=O)NC(=O)COC(=O)c1ccc(Cl)cc1[N+](=O)[O-]	-19	i
CCOC(=O)/C(=C\c1ccc(C)cc1)NC(=O)c1ccccc1	-5	i
COCCN(CCOC)S(=O)(=O)c1ccc(C(=O)Nc2ccc([N+](=O)[O-])cc2OC)cc1	-30	i
C/C(=N\NC(=S)NC1CCCCC1)c1ccc(C)o1	-32	i
COC(=O)[C@@H]1[C@@H](C)OC(=O)N[C@H]1c1ccccc1	-1	i
CC(C)NC(=O)Nc1ccc2c(c1)C(=O)N([C@H](C)CO)C[C@H](C)[C@@H](CN(C)C(=O)NC1CCCCC1)O2	-10	x
O=C(CCCCCN1C(=O)CCC1=O)Nc1ccc(Cl)c(C(F)(F)F)c1	-11	i
O=[N+]([O-])c1ccc(CCn2ccnc2)cc1	-13	i
O=C(CSc1ccc(S(=O)(=O)N2CCOCC2)cn1)Nc1ccc(OC(F)F)cc1	6	x
CC(C)c1ccc(OCCCCCN2CCOCC2)cc1	-5	i
COc1ccc2[nH]c3nc(SCC(=O)Nc4ccc5c(c4)OCO5)nnc3c2c1	-19	i
CC(C)C(=O)Nc1ncc2c(n1)CC(c1cccs1)CC2=O (stereo not drawn)	-12	i
CCOC(=O)C(CC)Sc1ccc2nnc(CCNS(=O)(=O)c3ccccc3)n2n1 (stereo not drawn)	-17	i
CCc1c(C)sc(NC(=S)Nc2cccnc2)c1C(=O)OC	-18	i
C=CCN(c1ccccc1C(=O)NCC(=O)O)S(=O)(=O)c1ccc(C)cc1	-15	i
C=CCn1c(=S)[nH]c2nc3c(cc2c1=O)COC(C)(C)C3	-13	i

Exported field by field: entries from further up.
COc1cc2cc(C(=O)N/N=C/c3cccc(OC)c3OC)[nH]c2cc1OC
  OX1R antagonist: x | CHT PAM: i

COc1ccccc1C(=O)NC(=O)COC(=O)c1ccc(Cl)cc1[N+](=O)[O-]
  OX1R antagonist: -19 | CHT PAM: i

Other structures follow.
Molecule	OX1R antagonist	CHT PAM
O=C(CN1CC(=O)Oc2ccccc21)OCC(=O)c1ccc(F)cc1	-7	i
C=Cn1c(C(=O)O)ccc1-c1ccc(OC)cc1	8	i
Cc1c(C(=O)NCc2cccnc2)oc2ccc(S(=O)(=O)N3CCCCCC3)cc12	-33	i
COCC(=O)Nc1cc(C)cn(Cc2c(F)cccc2Cl)c1=O	-73	i
CCc1nc2oc3ccccc3c(=O)c2c(=O)n1Cc1ccccc1	-32	i
COc1ccc(-n2c(=S)[nH]c3cc(C(=O)N4CCN(c5ccccc5)CC4)ccc3c2=O)c(OC)c1	-14	i
Cc1cc(OCC(=O)NCc2cccnc2)ccc1[N+](=O)[O-]	-3	i
CC(C)NC(=O)NC(=O)CSc1nnc(-c2ccccc2F)n1N	-7	i
NS(=O)(=O)c1ccc(NC(=O)c2cccc3ccccc23)cc1	1	i
Cc1cc(C)cc(NC(=S)/C(=C(\[O-])c2ccc(Cl)cc2Cl)[n+]2ccccc2)c1	-27	i
COc1ccc(NC(=O)Cc2c(C(=O)O)n(C)c3ccccc23)cc1OC	7	i
COc1ccc(C2C(C(=O)Nc3cc(C)on3)c3ccccc3C(=O)N2C)cc1 (stereo not drawn)	-22	i
Nc1ccc(-c2nc3ncccc3o2)cc1	-5	i
CC1CCc2cc(F)ccc2N1C(=O)c1cnc2sccn2c1=O (stereo not drawn)	-3	i
CCOC(=O)CNC(=O)N1CCCC(CCC(=O)NCc2ccc(F)c(F)c2)C1 (stereo not drawn)	-7	i
NC(=S)N/N=C/c1ccccc1OC(=O)/C=C/c1ccccc1	8	i
C[C@H]1O[C@H](O[C@H]2[C@H](O[C@@H]3CC[C@@]4(C)C(CC[C@]5(C)C4CC=C4[C@@H]6CC(C)(C)CC[C@]6(C(=O)O[C@@H]6O[C@H](CO)[C@@H](O)[C@H](O)[C@H]6O)CC[C@]45C)C3(C)C)O[C@H](C(=O)O)[C@@H](O)[C@@H]2O)[C@@H](O)[C@@H](O)[C@@H]1O (stereo partly drawn)	11	i
COc1cc(OC)cc(C(=O)Nc2ccc(N3CCOCC3)cc2N2CCOCC2)c1	-1	x
Cc1cc(C)n(CC(=O)N/N=C/c2c[nH]c3ccccc23)n1	-8	i
COCc1ccc(C(=O)NC2CC(C)(C)Cc3c2cnn3-c2ccc(OC)cc2)o1 (stereo not drawn)	-21	i
Cn1c(C(=O)OC(C(=O)NCc2ccco2)c2ccncc2)cc2sccc21 (stereo not drawn)	-40	i
CCC1(C)Cc2c(sc3c2c(=O)n(C)c2nnc(SCc4ccccc4)n32)CO1 (stereo not drawn)	-17	i
CCc1nc2cccnc2n1-c1ccc(CC(=O)O)cc1	5	i
Cc1ccc(-c2nn(C)c(=O)c3ccccc23)cc1S(=O)(=O)NCCN(C)C	-18	i
Cc1ccc(CSCC(=O)N2CCOCC2)cc1	-11	i

Continued; it opens with the two that closed the last part.
Molecule	OX1R antagonist	CHT PAM
Cc1ccc(-c2nn(C)c(=O)c3ccccc23)cc1S(=O)(=O)NCCN(C)C	-18	i
Cc1ccc(CSCC(=O)N2CCOCC2)cc1	-11	i
CCOc1ccccc1CNC(=O)C1CCN(c2nn3c(=O)cc(C)nc3s2)CC1	-41	i
CC(=O)c1nn(-c2ccccc2)cc1C(=O)c1ccc(C)cc1	-18	i
CCCCC(=O)Nc1nnc(S(=O)(=O)N(CC)c2ccccc2)s1	-11	i
CSc1ncc(C(=O)NCCCc2ccccc2)c(C)n1	x	i
CC(=O)N1CCN(c2ccc(NCc3ccc(-c4ccc(Br)cc4)o3)cc2)CC1	24	x
COCCNC(=O)/C(C#N)=C/c1ccc(C(=O)O)cc1	5	i
COCCN(C(=O)CSc1nnc(-c2ccco2)n1C)c1c(N)n(CC(C)C)c(=O)[nH]c1=O	-7	x
CCc1nc(N2CCN(C(C)=O)CC2)c2c3c(sc2n1)CCCC3	x	i
COc1cc(Br)c(CN2C(=O)NC3(CCCCCC3)C2=O)cc1OC	-13	i
CC(=O)Nc1cccc(NC(=O)C2CCCN2C(=O)Nc2ccc(Cl)cc2)c1 (stereo not drawn)	-23	i
COc1ccc(-c2coc3cc4oc(=O)cc(C)c4cc23)cc1F	-1	i
Cc1ccc(SCCC(=O)NCCSCc2ccccc2C)cc1	-28	i
CSCCC(N=C(NS(=O)(=O)c1ccc(C)cc1)c1ccccc1)C(=O)O (stereo not drawn)	1	i
CCOc1ccc(S(=O)(=O)N2CN3CCN(C3)C2)cc1	-3	i
Cc1cc(C)c2nc(NC(=O)c3cccc(S(=O)(=O)N4CCc5ccccc54)c3)sc2c1	-5	i
Cc1snc(S(=O)(=O)/C(C#N)=N/Nc2cccc(C(F)(F)F)c2)c1C#N	-8	i
Cn1cc(CN2CCCC(CO)(Cc3ccccc3)C2)cn1 (stereo not drawn)	-3	i
CC(C(=O)NCc1ccco1)n1nc(-c2ccccc2)c2cc(Cl)ccc21 (stereo not drawn)	-36	i
COc1ccc(OC)c2c1cc(C(=O)N[C@H](C(=O)N1CCC[C@H]1C(=O)O)C(C)C)n2C	-27	i
CCOC(=O)CNC(=O)CN1CCC(c2nc3ccccc3[nH]2)CC1	-10	i
CC(NC(=O)C12CC3CC(CC(C3)C1)C2)C(=O)NCCN(C)C (stereo not drawn)	-6	i
NC(=O)C1CCN(c2ccc(C(F)(F)F)cc2[N+](=O)[O-])CC1	-4	i
COc1cccc(CN2CCN(Cc3ccc(C#CC(C)(C)O)s3)CC2CCO)c1 (stereo not drawn)	-22	i
COc1ccc(C)cc1S(=O)(=O)N(C)CC(=O)NCc1ccccn1	-2	i
COC(=O)C1=C(C)N(c2ccc(F)cc2)C(=O)C1	-19	i
O=C(O)Cc1ccc2oc(-c3ccccn3)nc2c1	-5	i
CCCn1nc(C(=O)NNC(=O)CSCC(=O)Nc2cc(C)on2)c2ccccc2c1=O	-15	i
O=C(Nc1ccc(O)cc1)c1ccc(C(=O)c2ccccc2)o1	0	i
O=C(CSCc1ccccc1)N1CCN(Cc2ccc3c(c2)OCO3)CC1	-26	i
Cc1nn(-c2ccc(F)cc2)c(C)c1CN1CCN(CCC(C)C)C(CCO)C1 (stereo not drawn)	-29	i
C/C(=N\NC(=O)c1ccco1)c1ccc(-c2ccccc2)cc1	-9	i
O=C(CCCCCNC(=O)N1CCn2c1nc1ccccc12)N[C@@H](Cc1ccccc1)C(=O)O	15	i
O=C(CC(=O)Nc1cc(Cl)ccc1Cl)Nc1cc(Cl)ccc1Cl	-2	i
CCN(CC)C(=O)/C(=C/c1cccc([N+](=O)[O-])c1)NC(=O)c1ccco1	-9	i
COc1ccc(N2CCN(Cc3csc(C)c3-c3ccc(C)cc3)CC2)cc1	-62	i
O=C(CCN1C(=O)C2C3CCC(C3)C2C1=O)OCC(=O)c1cccc([N+](=O)[O-])c1 (stereo not drawn)	-12	i
O=C(COC(=O)c1ccccc1F)NNC(=O)c1ccccc1	4	i
CCOC(=O)c1ccc(S(=O)(=O)N2CCNCC2)cc1	-5	i
COC(=O)CCC(=O)NNC(=O)c1cccc(Br)c1	-10	i
COc1ccc(-n2nc(C(=O)NCC(=O)NCC3COc4ccccc4O3)c3ccccc3c2=O)cc1OC (stereo not drawn)	-14	i
Cc1ccc(NC(=O)CCCn2c(=O)[nH]c3ccsc3c2=O)cc1	-22	i
O=C(c1ccc(S(=O)(=O)N2CCOCC2)cc1)N(c1ccc(F)cc1)C1C=CS(=O)(=O)C1 (stereo not drawn)	5	i

Three successive entries already listed, quoted:
Molecule	OX1R antagonist	CHT PAM
O=C(Nc1ccc(O)cc1)c1ccc(C(=O)c2ccccc2)o1	0	i
O=C(CSCc1ccccc1)N1CCN(Cc2ccc3c(c2)OCO3)CC1	-26	i
Cc1nn(-c2ccc(F)cc2)c(C)c1CN1CCN(CCC(C)C)C(CCO)C1 (stereo not drawn)	-29	i

From PubChem
